D2 potentiator – positively modulates the human D2 dopamine receptor allosterically; P14416; HEK293 T-REx D2, calcium flux, EC20 dopamine potentiation; potentiation, % at 10 µM; AID 485347; 0.34% of 340,000 active;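 active = potentiation over 3 SD above the plate norm, cut at about 30% in these data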; note: 0% is about no effect
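Tetracycline-induced HEK293 T-REx cells force-coupled to calcium signalling expressed D2; compounds were pin-added after a 10 s baseline, read kinetically 180 s, then an EC20 dopamine challenge followed with a further 180 s calcium read.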
Apoferritin bind – binds horse apoferritin like a general anesthetic. P02791. Potency, µM (highest dose often 77.5 µM), for inactives: top-dose activity change, negative = displacement, most hits filed as inhibitors. 0.074% of 350,000 active. apoferritin/1-aminoanthracene competitive binding, fluorescence. AID 485281; note: potency is the fitted concentration of half-maximal effect; % is set by controls: 0 for no effect and ±100 for the full control effect; nearly all actives have a fitted effect of over 20% in size
Target sequence (P02791 2-175 limits assumed): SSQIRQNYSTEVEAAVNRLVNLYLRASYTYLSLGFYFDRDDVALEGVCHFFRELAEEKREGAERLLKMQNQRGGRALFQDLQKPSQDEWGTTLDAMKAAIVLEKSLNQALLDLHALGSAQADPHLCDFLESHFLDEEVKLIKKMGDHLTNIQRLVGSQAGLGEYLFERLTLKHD
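Horse-spleen apoferritin (10 uM) in 50% saturated 1-aminoanthracene in PBS was incubated 10 min at room temperature with compound. Fluorescence (ex 380, em 535 nm) was normalized to free and bound 1-AMA, with concentration-response fitted by a four-parameter Hill equation.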
TRHR enhancer – allosteric enhancers of human TRH receptor; enhancement, % at 2 µM; 0.66% of 360,000 active; TRHR cells, fluo-8 calcium fluorescence, EC20 TRH enhancement; AID 493056; P34981; in the data active = enhancement above about 30%; note: 0% is about no effect
Target sequence (P34981 whole entry, looked up): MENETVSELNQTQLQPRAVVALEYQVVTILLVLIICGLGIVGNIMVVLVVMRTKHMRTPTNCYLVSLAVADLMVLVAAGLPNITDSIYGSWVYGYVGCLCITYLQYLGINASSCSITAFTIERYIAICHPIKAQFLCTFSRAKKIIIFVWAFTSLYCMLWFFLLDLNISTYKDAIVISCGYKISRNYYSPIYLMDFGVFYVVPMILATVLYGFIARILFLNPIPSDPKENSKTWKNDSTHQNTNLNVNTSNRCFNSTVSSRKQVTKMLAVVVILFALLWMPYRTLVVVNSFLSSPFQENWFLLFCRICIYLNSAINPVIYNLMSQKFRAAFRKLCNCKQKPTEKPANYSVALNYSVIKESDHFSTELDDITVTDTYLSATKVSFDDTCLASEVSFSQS
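TRHR-expressing cells loaded with fluo-8 calcium dye were read kinetically (ex 480/em 530) during compound addition, then stimulated with an EC20 of TRH (10 nM final). Enhancement of the Gq-mediated intracellular calcium response was scored.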
D1 antag – human D1 dopamine receptor antagonism | HEK293 TREx D1 cells, calcium flux, dopamine EC80; active compounds read low | activity change, negative = inhibition, % at 10 µM | 3.2% of 360,000 active | AID 504652; in the data active = activity change below about -30%; note: % is set by controls: 0 for no effect and ±100 for the full control effect
Target sequence (P21728 whole entry, looked up): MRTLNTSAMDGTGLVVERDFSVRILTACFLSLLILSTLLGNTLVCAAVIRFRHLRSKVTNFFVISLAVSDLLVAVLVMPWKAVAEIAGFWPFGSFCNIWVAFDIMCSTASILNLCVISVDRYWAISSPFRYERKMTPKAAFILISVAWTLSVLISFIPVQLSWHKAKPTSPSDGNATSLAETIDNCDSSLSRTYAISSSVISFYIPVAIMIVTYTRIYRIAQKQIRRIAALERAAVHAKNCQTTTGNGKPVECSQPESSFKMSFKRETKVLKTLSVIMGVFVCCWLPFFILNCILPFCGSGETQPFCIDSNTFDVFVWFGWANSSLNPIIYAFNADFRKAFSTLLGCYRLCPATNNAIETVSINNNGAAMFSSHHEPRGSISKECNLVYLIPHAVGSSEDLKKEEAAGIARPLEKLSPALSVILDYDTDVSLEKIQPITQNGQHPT
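Kinetic fluorescence of a calcium dye serves as the read-out. D1-expressing Hek293 Trex cells, induced overnight at 30 C, are exposed to compound for 180 s before an EC80 dopamine addition, then read 180 s further.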
TRHR agonist – agonists of human TRH receptor; activation, % at 2 µM; TRHR cells, calcium flux fluo-8, FDSS agonist mode; 0.18% of 360,000 active; P34981; in the data active = activation above about 30%; note: 0% is about no effect
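TRHR-expressing cells loaded with fluo-8 calcium dye; 23 nL library compound pin-transferred, kinetic FDSS fluorescence (Ex 480/Em 530) recorded about 180 s for agonist-induced calcium release, before a 10 nM TRH EC20 addition for potentiator mode.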
D1 agonist – agonists of human D1 dopamine receptor | activation, % at 2 µM | HEK293 T-REx D1 cells, calcium flux, agonist mode | 1% of 360,000 active | P21728; in the data active = activation above about 30%; note: 0% is about no effect
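Tetracycline-induced HEK293 TREx D1 cells, force-coupled to calcium signalling, were dye-loaded with a no-wash calcium kit. Compound was pin-added after a 10 s baseline. Fluorescence was read kinetically at 1 cycle/s for 180 s, with calcium rises flagged as agonism.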
RXFP1 agonist – activates the human relaxin receptor RXFP1; Q9HBX9; HEK293T-RXFP1 cAMP TR-FRET, 30 min; response scale: percent of porcine relaxin response, buffer zero; Potency, µM (top dose mostly 57.5 µM), inactives show top-dose activation, actives largely listed as activators; 0.3% of 370,000 active; AID 2676; note: potency is the fitted concentration of half-maximal effect; % is set by controls: 0 for no effect and ±100 for the full control effect; nearly all actives have a fitted effect of over 60% in size; many of its hits are not listed in these tables
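Agonist response is measured as cAMP accumulation in an RXFP1-transfected HEK293T line under PDE4 inhibition. Values are scaled between buffer-only and 29 nM porcine relaxin, and EC50s come from standard Hill equation fits.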
D1 potentiator – human D1 dopamine receptor positive modulation | P21728 | HEK293 TREx D1 cells, calcium flux, dopamine EC20 potentiation | potentiation, % at 10 µM | 0.036% of 360,000 active; in the data active = potentiation above about 30%; note: 0% is about no effect
RXFP1 antagonist – RXFP1 (human) relaxin receptor antagonism; Q9HBX9; HEK293-RXFP1, relaxin-stimulated cAMP HTRF, 30 min; active compounds read low; activity change, negative = inhibition, % at 57.5 µM; 0.59% of 350,000 active; AID 1259400;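 active = activity change of -60% or lower, but not beyond a set lower limit; inconclusive = change between -60% and -40%, or beyond the set limit; inactive = change above -40%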; note: % is set by controls: 0 for no effect and ±100 for the full control effect
* = called active by the depositor; ? = inconclusive; / = no result given; & = joins results of further samples; [ ] = remark or other dose. Unless noted, calls come from the whole dose curve; as a rule, active = well fitted curve in the direction sought with a large enough effect; inconclusive = small, poorly fitted or top-dose-only effect, or another doubt; inactive = no such curve, though single readings can be large; an effect the other way counts as inactive or inconclusive.

SMILES	D2 potentiator	Apoferritin bind	TRHR enhancer	D1 antag	TRHR agonist	D1 agonist	RXFP1 agonist	D1 potentiator	RXFP1 antagonist
Cc1ccc(C(=O)C2CCNCC2)cc1	-1	-8%	3	6	-0.6	-1	0.0%	2	18
CC1(C)Cc2c(cnn2-c2ccccc2)C(=O)/C1=N\NC(=O)c1ccccc1O	4	?	-1	-11	-0.9	0	0.8%	-15	-30
COC(=O)c1ccccc1NC(=O)Cc1nc(-c2ccccc2)sc1-c1ccc(C)cc1	0	3%	-10	7	1.8	4	-0.3%	-5	-12
OCC[C@@H]1C[C@H](O)[C@@H](O)[C@@]2(CCc3ccccc3O2)O1	-5	-9%	2	-28	1.2	0	0.3%	-9	/
COc1cccc(/C=N/NC(=O)CNC(=O)c2ccc3c(c2)OCCO3)c1O	11	?	5	3	-0.2	3	2.6%	-6	1
CCOC(=O)N1CCN(S(=O)(=O)c2cccc3cccnc23)CC1	5	-10%	-2	-1	0.4	3	0.8%	2	9
Cc1cc(C)n(C(=O)CNc2ccccc2Cl)n1	20	-3%	-1	35	0.3	1	0.5%	-2	-1
O=C(O)CCC(=O)N1CCN(c2nc(-c3ccccc3Cl)c3cc(Br)ccc3n2)CC1	1	46%[activator]	9	-5	-0.3	66*	?	2	21
CC1CCc2onc(C(=O)N3CCN(c4ccccc4)CC3)c2C1 (stereo unspecified)	/	0%	-5	1	-0.3	4	-2.5%	2	0
Cc1ccc(NC(=O)c2ccccc2)cc1	10	-16%	-3	5	-0.5	2	3.5%	-3	6
COc1cccc(C(=O)NN2C(=O)C3C4C=CC(O4)C3C2=O)c1 (stereo unspecified)	-3	-5%	6	-7	-0.9	0	0.6%	-4	-7
CSc1ccccc1NC(=O)C1CC(c2c(F)cccc2Cl)=NO1 (stereo unspecified)	1	-11%	-7	-15	-0.2	4	2.6%	-6	-9
O=S(=O)(NC1CCCC1)c1ccc(S(=O)(=O)N2CCCN(Cc3ccccc3)C2)cc1	-4	?	-5	-7	0.2	10	-0.7%	-6	8
O=C(NCCCN1CCc2ccccc2C1)C1CCN(c2nnc(-n3cccc3)s2)CC1	/	11%	4	-9	-0.8	7	0.5%	-2	-10
CCOC(=O)c1c(C(=O)OCC)c(C)n(CCc2ccc(OC)c(OC)c2)c1C	0	-7%	1	-20	-0.8	4	3.0%	-2	7
C=CCNC(=O)NC(=O)Cn1c(=O)c2c(ncn2CC)n(Cc2ccccc2)c1=O	0	-3%	1	8	-0.1	5	4.6%	0	2
CC1(C)Cc2ccccc2-c2nnc(-c3ccc4ccccc4n3)n21	44*	28%	11	10	-0.6	-2	-1.5%	0	-9
COc1cccc(NC(=O)CN(C)C(C)C(=O)NC(C)c2ccc(Cl)cc2Cl)c1 (stereo unspecified)	1	/	5	16	-0.1	8	1.6%	-7	-21
COc1ccc(Cl)cc1-n1c(=S)sc2c(=O)[nH]c(SCC(=O)NCC3CCCO3)nc21 (stereo unspecified)	1	-7%	-2	16	0.1	4	1.3%	2	-12
CCOC(=O)CN1C(=O)C(=O)N(Cc2cccc(C)c2)C1=O	5	2%	6	-25	-1.2	33*	6.5%	2	5
O=C(O)CCC(NC(=S)Nc1ccccc1)C(=O)O (stereo unspecified)	12	9%	-1	-8	0.1	2	4.4%	-4	-13
O=S(=O)(c1ccc(Br)cc1)c1nnn2c1nc(N1CCOCC1)c1sccc12	2	-7%	0	0	0.0	0	?	-4	-15
CCOC(=O)C(C)Sc1nnc(CNC(=O)c2ccc(OC)cc2)n1C1CCCCC1 (stereo unspecified)	-8	-17%	7	13	0.4	0	-0.6%	8	-10
CCOC(=O)CNc1nc(Oc2ccc(=O)n(C)n2)nc(N(CC)CC)n1	13&2	-11%&-9%	0&2	-10&-3	-0.5&0.6	3&-1	2.4%&1.4%	-7&-2	-6
O=C(COc1ccccc1Cl)Nc1ccccc1C(=O)N1CCCCC1	6	-11%	-1	19	-0.5	0	-1.6%	4	-6

4 records picked at random from the list so far:
SMILES	D2 potentiator	Apoferritin bind	TRHR enhancer	D1 antag	TRHR agonist	D1 agonist	RXFP1 agonist	D1 potentiator	RXFP1 antagonist
CCOC(=O)CNc1nc(Oc2ccc(=O)n(C)n2)nc(N(CC)CC)n1	13&2	-11%&-9%	0&2	-10&-3	-0.5&0.6	3&-1	2.4%&1.4%	-7&-2	-6
COc1cccc(NC(=O)CN(C)C(C)C(=O)NC(C)c2ccc(Cl)cc2Cl)c1 (stereo unspecified)	1	/	5	16	-0.1	8	1.6%	-7	-21
CC1(C)Cc2ccccc2-c2nnc(-c3ccc4ccccc4n3)n21	44*	28%	11	10	-0.6	-2	-1.5%	0	-9
CSc1ccccc1NC(=O)C1CC(c2c(F)cccc2Cl)=NO1 (stereo unspecified)	1	-11%	-7	-15	-0.2	4	2.6%	-6	-9

3 compounds from above, sorted by the number in RXFP1 agonist, falling:
Structure	RXFP1 agonist
CCOC(=O)CN1C(=O)C(=O)N(Cc2cccc(C)c2)C1=O	6.5%
COc1cccc(/C=N/NC(=O)CNC(=O)c2ccc3c(c2)OCCO3)c1O	2.6%
COc1ccc(Cl)cc1-n1c(=S)sc2c(=O)[nH]c(SCC(=O)NCC3CCCO3)nc21 (stereo unspecified)	1.3%

Next section:
SMILES	D2 potentiator	Apoferritin bind	TRHR enhancer	D1 antag	TRHR agonist	D1 agonist	RXFP1 agonist	D1 potentiator	RXFP1 antagonist
CCc1cc(C(=O)O)c(NC(=O)/C=C/c2ccc(OC)c(OC)c2)s1	3	-17%	-8	-4	0.6	0	2.7%	0	-24
C=CCNC(=S)N/N=C/c1cccc([N+](=O)[O-])c1	-3	?	3	1	-1.8	1	1.8%	3	10
CCOC(=O)c1c(C)[nH]c(CCC(=O)NCc2ccccc2C)c1C	-1	5%	-2	-2	0.0	0	4.0%	7	-2
O=C(O)CCC(=O)NC1CCCCCCC1	/	?	5	9	0.1	2	0.4%	7	-6
Cc1ccc2c(c1)c1c3n2CCN(C(=O)CCl)C3CCC1 (stereo unspecified)	25	3%	1	-45*	-0.5	4	-0.1%	-5	-15
Cc1nn(CCOc2ccccc2)c(=O)n1-c1ccccc1	2	?	-3	-4	-0.1	5	0.8%	-10	22
Cc1ccc(NC(=O)CSc2ccc(C(N)=O)cc2[N+](=O)[O-])cc1	-2	-2%	1	1	0.1	1	2.0%	-7	10
CCc1cnc2c(c1SCc1c(F)cccc1Cl)c(=O)n(C)c(=O)n2C	0	7%	-2	/	-0.5	0	1.5%	7	3
Cc1ccc(NC(=O)CSc2nc3ncc(Cl)cc3[nH]2)c(C)c1	4	3%	-1	0	0.0	10	0.5%	-4	10
CNc1nc(C)c(C#N)cc1C(C)=O	-3	-7%	4	4	-0.4	2	1.1%	0	-12
CCOC(=O)CSc1nc2ccccc2c(=O)n1NC(=O)c1ccccc1	-13	-12%	1	-15	0.9	1	-1.1%	4	29
Cc1cc(/C=C2/NC(=O)NC2=O)c(C)n1-c1sc2c(c1C#N)CCCC2	-6	?	2	31	0.1	-2	-1.2%	2	-6
Cc1cccc(-n2ncc3c(NCCN4CCOCC4)ncnc32)c1	15	-7%	19	-3	0.5	1	?	-3	6
Cc1c(Cl)cccc1NC(=O)Cn1nc(C)n2cccc2c1=O	-2	-12%	-3	-3	0.4	1	15%	-3	8
COc1ccc(C(=O)NCC(=O)OC2CCCCC2=O)cc1 (stereo unspecified)	16	-6%	10	-3	0.1	0	0.5%	-2	-3
N#C/C(=C\C=C\c1ccccc1)c1nc(-c2ccc3c(c2)OCO3)cs1	18	-10%	30	18	1.3	7	0.6%	4	-7
COc1ccc(NC(=O)c2c(NCc3cccc(OC)c3)sc3c2CCC3)cc1	-2	7%	-3	-4	0.4	2	0.6%	-3	?
COc1ccccc1NC(=O)CN1CCC(c2nc3ccccc3[nH]2)CC1	-1	-18%	-15	2	-1.0	0	-2.9%	-5	-9
Cc1ccc(NC(=O)/C(=C/C=C/c2ccccc2)NC(=O)c2ccccc2)cc1	-18	-2%	-3	8	-0.1	2	0.2%	-9	-21
Nc1nnc(SCC(=O)NNC(=O)c2ccccc2)s1	-7	/	26	-10	-0.4	1	-0.8%	-3	9
CCCCc1ccc(S(=O)(=O)Nc2nnc(C)s2)cc1	2	-5%	-1	-4	0.1	-3	0.2%	0	9
Cc1csc2nc(CCNS(=O)(=O)c3ccc4c(c3)OCCO4)cn12	-24	-11%	1	0	0.3	3	0.2%	0	-5
Cc1cc(N2CCN(C(=O)c3ccco3)CC2)c2ccccc2n1	1	-12%	-4	-19	0.5	1	0.5%	-4	-1
COc1ccc(NC(=O)CSCC(=O)Nc2ccc(S(=O)(=O)N3CCCCC3)cc2)cc1	-4	?	0	-5	0.2	1	1.0%	-3	-64*
O=C(Nc1cccnc1)c1cc(-c2ccccc2O)on1	14	-12%	1	-24	-0.8	5	-5.0%	-2	7
CCOC(=O)c1cc(C#N)c(SCC(=O)OC)[nH]c1=O	4	3%	5	7	0.2	1	0.6%	22	-1
COc1ccc(NC(=O)CC2C(=O)N(c3cccc(OC)c3)C(=O)N2Cc2ccco2)cc1 (stereo unspecified)	-3	-6%	-1	3	-0.3	1	1.5%	-1	6
Fc1ccc(CSc2ncnc3scc(-c4ccccc4)c23)cc1	-14	1%	0	-13	1.8	35*	3.4%	-7	4
CCN(C(=O)c1cc2cc(Br)cc(OC)c2oc1=O)c1ccccc1	-1	-13%	-4	1	-1.9	-1	1.2%	-3	/

One compound at a time, from the list above. Screens in order: D2 potentiator	Apoferritin bind	TRHR enhancer	D1 antag	TRHR agonist	D1 agonist	RXFP1 agonist	D1 potentiator	RXFP1 antagonist
Entry for Cc1c(Cl)cccc1NC(=O)Cn1nc(C)n2cccc2c1=O : -2	-12%	-3	-3	0.4	1	15%	-3	8
Entry for Cc1nn(CCOc2ccccc2)c(=O)n1-c1ccccc1 : 2	?	-3	-4	-0.1	5	0.8%	-10	22
Entry for CCOC(=O)CSc1nc2ccccc2c(=O)n1NC(=O)c1ccccc1 : -13	-12%	1	-15	0.9	1	-1.1%	4	29

Source: PubChem (National Center for Advancing Translational Sciences (NCATS))

An excerpt; the hit share may differ from the screen's.
